Source: PubChem BioAssay (University of Kansas High Throughput Screening Laboratory)
mHTT CaM bind: inhibitors of human mutant huntingtin-calmodulin interaction; inhibition, % at 15 µM; AlphaScreen His-mHTT/GST-CaM binding, luminescence; actives 3.6% (n = 190,000); AID 1671202; P42858;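 also: 0% = both proteins with DMSO and 100% = one protein alone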
Pf apPOL inh: Pf-apPOL DNA polymerase inhibition; Recombinant Pf-apPOL, molecular beacon fluorescence, 1.5 h; AID 1794808; inhibition, % at 10 µM; actives 0.25% (n = 210,000)
* = called active by the depositor. Rule as the data show it: active = inhibition above about 50%; inactive = the rest.

What do the screens show for `CCCN1C(=O)Cc2cc(C(=O)N3CCN(c4ccccc4Cl)CC3)ccc21`?
mHTT CaM bind: 41.7; Pf apPOL inh: -2.3

What do the screens show for `O=C(NCCN1CCCC1)c1cn2cc(Cl)ccc2n1`?
mHTT CaM bind: 18.3; Pf apPOL inh: -4.7

How did Cc1cc(C)n2cc(CSc3nc4ccc([N+](=O)[O-])cc4[nH]3)nc2n1 do in these assays?
mHTT CaM bind: 8.0; Pf apPOL inh: -7.2

How did Cc1nc(N2CCC(C)CC2)c2c(C)c(C(=O)Nc3cnc4ccccc4c3)sc2n1 do in these assays?
mHTT CaM bind: -1.0; Pf apPOL inh: -3.0

Results for Fc1cccc(Cn2cc(-c3noc(C4CCCC4)n3)nn2)c1 ?
mHTT CaM bind: -17.3; Pf apPOL inh: -0.8

Results for CCOc1cc(C2Nc3ccc4ncccc4c3C3=C2C(=O)CC(C)(C)C3)ccc1O (centres undefined) ?
mHTT CaM bind: 11.0; Pf apPOL inh: -0.2

How did Fc1cccc(Cl)c1CSc1n[nH]c(-c2cc(C(F)(F)F)cc(C(F)(F)F)c2)n1 do in these assays?
Pf apPOL inh: -3.2

What do the screens show for `Clc1ccc(N2CCN(c3nnnn3-c3ccccc3)CC2)cc1Cl`?
mHTT CaM bind: 2.9; Pf apPOL inh: -4.6

Results for CSC(N)=C(C#N)C(C)=O ?
Pf apPOL inh: -23.6

Results for O=C(NC(Nc1ccc([N+](=O)[O-])cc1)C(Cl)(Cl)Cl)c1cccc(Cl)c1 (centres undefined) ?
mHTT CaM bind: 100.0*; Pf apPOL inh: -0.5

What do the screens show for `CCn1c(N2CCCC(C(=O)NCc3cccc(OC)c3)C2)cc(=O)n(C)c1=O` (centres undefined)?
mHTT CaM bind: 13.7; Pf apPOL inh: 5.9

Results for O=C(CSc1ccc(F)cc1)N1CCN(C(=O)C2CC2c2ccccc2)CC1 (centres undefined) ?
mHTT CaM bind: -13.4; Pf apPOL inh: -10.6

Results for COc1cc(C2C(C#N)=C(N)Oc3cc(C)oc(=O)c32)cc([N+](=O)[O-])c1O (centres undefined) ?
mHTT CaM bind: 10.0; Pf apPOL inh: -0.8

What do the screens show for `COc1ccc(C2CC(=O)Oc3cc(O)ccc32)cc1` (centres undefined)?
mHTT CaM bind: -3.5; Pf apPOL inh: -1.7

How did CC1=C(C(=O)Nc2ccccc2)C(c2sccc2C)n2ncnc2N1 (centres undefined) do in these assays?
mHTT CaM bind: 0.0; Pf apPOL inh: 0.7

Results for Cc1cc(C)c(S(=O)(=O)NC(C)(C)C)cc1N(C)S(=O)(=O)c1ccc(Cl)cc1 ?
mHTT CaM bind: -3.4; Pf apPOL inh: -2.6

What do the screens show for `CC1(C)C(=O)C2(C(=O)Nc3cc(Cl)ccc3Cl)CCC1C2` (centres undefined)?
mHTT CaM bind: -22.2; Pf apPOL inh: -5.7

Results for COc1ccc(NC(=O)CSc2nnc(C)c3ccccc23)c(OC)c1 ?
mHTT CaM bind: -4.0; Pf apPOL inh: -6.2

What do the screens show for `O=C(O)C1CCCCCN1` (centres undefined)?
mHTT CaM bind: -7.7; Pf apPOL inh: 5.9

How did CC(=O)Nc1cccc(NC(=O)C(C)Oc2ccccc2)c1 (centres undefined) do in these assays?
mHTT CaM bind: 1.6; Pf apPOL inh: -8.3

As a short view, part of the list above:
What do the screens show for `CCCN1C(=O)Cc2cc(C(=O)N3CCN(c4ccccc4Cl)CC3)ccc21`?
mHTT CaM bind: 41.7; Pf apPOL inh: -2.3

What do the screens show for `O=C(NCCN1CCCC1)c1cn2cc(Cl)ccc2n1`?
mHTT CaM bind: 18.3; Pf apPOL inh: -4.7

Remaining list, next part:
Results for Cc1cccc(CC(=O)N2CCN(C3=CC4=NCC(C)N4C=N3)CC2)c1 (centres undefined) ?
mHTT CaM bind: -0.4; Pf apPOL inh: -2.6

What do the screens show for `CC(C)NC(=O)c1ccc2c(c1)N(C)C(=O)C1CCCCN21` (centres undefined)?
mHTT CaM bind: -2.5; Pf apPOL inh: -2.6

Results for Cc1onc(-c2ccccc2Cl)c1C(=O)NCc1nnnn1-c1ccc(F)c(F)c1 ?
mHTT CaM bind: -11.7; Pf apPOL inh: -4.3

What do the screens show for `Cc1cc(OCC(=O)N(C)c2ccccc2)ccc1Cl`?
mHTT CaM bind: -5.8; Pf apPOL inh: -1.0

How did O=C(Nc1cccc(F)c1)N1CCC2(C1)C(=O)Nc1ccccc12 (centres undefined) do in these assays?
mHTT CaM bind: -3.9; Pf apPOL inh: -3.2

What do the screens show for `O=C(c1ccccc1)c1ccc(OCCCCN2CCCC2)cc1`?
mHTT CaM bind: -2.2; Pf apPOL inh: -4.7

How did CCn1ccc(C(=O)N2CCCC2c2nc(-c3ccc(OC)cc3)no2)n1 (centres undefined) do in these assays?
mHTT CaM bind: 1.3; Pf apPOL inh: -0.7

How did Cc1ccc(C(O)CNC(=O)Cc2ccc(Cl)cc2)o1 (centres undefined) do in these assays?
mHTT CaM bind: -5.2; Pf apPOL inh: -1.6

What do the screens show for `CC(C)(C)C1=CC(C(C#N)C#N)c2ccccc2O1` (centres undefined)?
mHTT CaM bind: -7.0; Pf apPOL inh: -1.3

Results for Cn1c(=O)n(C)c2cc(/C=C(\C#N)c3nc4ncc(Br)cc4[nH]3)ccc21 ?
mHTT CaM bind: 10.0; Pf apPOL inh: 6.2

How did CN(C)c1ccc(/C=C(\C#N)c2nc(-c3ccc(Br)cc3)cs2)cc1 do in these assays?
mHTT CaM bind: 0.4; Pf apPOL inh: -2.8

What do the screens show for `O=C(NC1CC1)C(C1CCCC1)N1CCN(C(=O)c2ccccc2Cl)CC1` (centres undefined)?
mHTT CaM bind: 4.2; Pf apPOL inh: -3.0

Results for CC(=O)c1ccc(NC(=O)c2cccc(S(=O)(=O)Nc3ccc(C(C)=O)cc3)c2)cc1 ?
mHTT CaM bind: 5.5; Pf apPOL inh: -4.9

Results for O=C1NC(=Nc2ccc(Br)cc2)S/C1=C/c1ccc(O)cc1 ?
mHTT CaM bind: 23.0; Pf apPOL inh: -0.6

Results for COc1ccc(-c2csc(NC(=O)C3CC=CCC3C(=O)O)n2)cc1 (centres undefined) ?
mHTT CaM bind: 2.7; Pf apPOL inh: 0.6

What do the screens show for `CCOc1ccc(C=CC(=O)N(CC(C)C)CC(C)C)cc1OC`?
mHTT CaM bind: -1.0; Pf apPOL inh: -9.7

Results for Cn1c(=O)c2c(nc(N3CCCCC3)n2CCCNC2=NCCCC2)n(C)c1=O ?
mHTT CaM bind: 6.0; Pf apPOL inh: 5.6

Results for O=C(NCc1ccccc1)C1CCN(c2cc(N3CCSCC3)ncn2)CC1 ?
mHTT CaM bind: -7.5; Pf apPOL inh: -2.4

How did COc1ccc(S(=O)(=O)N(Cc2ccccc2)C(C)C)cc1 do in these assays?
mHTT CaM bind: -23.1; Pf apPOL inh: -2.5

How did COC(=O)c1ccc(Oc2coc3cc(OC(=O)C4CCCCC4)ccc3c2=O)cc1 do in these assays?
mHTT CaM bind: -1.7; Pf apPOL inh: -7.6

The closing three compounds of the section above are carried over, then new ones follow:
Results for O=C(NCc1ccccc1)C1CCN(c2cc(N3CCSCC3)ncn2)CC1 ?
mHTT CaM bind: -7.5; Pf apPOL inh: -2.4

How did COc1ccc(S(=O)(=O)N(Cc2ccccc2)C(C)C)cc1 do in these assays?
mHTT CaM bind: -23.1; Pf apPOL inh: -2.5

How did COC(=O)c1ccc(Oc2coc3cc(OC(=O)C4CCCCC4)ccc3c2=O)cc1 do in these assays?
mHTT CaM bind: -1.7; Pf apPOL inh: -7.6

How did COc1ccc(C(=O)CSc2nc3ccc([N+](=O)[O-])cc3[nH]2)cc1 do in these assays?
mHTT CaM bind: 16.1; Pf apPOL inh: -12.9

What do the screens show for `Cc1ccc(NCC2OCc3ccccc3CO2)cc1`?
mHTT CaM bind: 32.0; Pf apPOL inh: -0.3

How did O=C(NCc1ccc(F)cc1)NCC(O)c1ccsc1 (centres undefined) do in these assays?
mHTT CaM bind: -7.7; Pf apPOL inh: 2.1

How did COc1ccc(NS(=O)(=O)c2cc(Br)cc3c2N(C(C)=O)C(C)C3)cc1 (centres undefined) do in these assays?
mHTT CaM bind: 9.0; Pf apPOL inh: -5.6

What do the screens show for `O=C(Nc1ccc([N+](=O)[O-])cc1Br)c1cncc(Br)c1`?
mHTT CaM bind: -1.0; Pf apPOL inh: 38.3

How did CCOc1ccc2nc(SCC(=O)NC(C)=O)sc2c1 do in these assays?
mHTT CaM bind: -7.2; Pf apPOL inh: -7.5

How did COc1ccc(N2C(=O)CC(NCc3cccnc3)C2=O)cc1 (centres undefined) do in these assays?
mHTT CaM bind: -4.8; Pf apPOL inh: -9.6

What do the screens show for `Cc1ccc(C(=O)N2CCN=C2SCc2ccccc2)cc1[N+](=O)[O-]`?
mHTT CaM bind: 12.0; Pf apPOL inh: -9.6

How did CCc1ccc(N2C(=O)Nc3ccc(Br)cc3C2(O)C(=O)NC2CC2)cc1 (centres undefined) do in these assays?
mHTT CaM bind: 8.0; Pf apPOL inh: -6.4

Results for COCCCNC(=O)C1CCCN(S(=O)(=O)N2CCCCCC2)C1 (centres undefined) ?
mHTT CaM bind: -7.0; Pf apPOL inh: -6.4

How did Cc1c(C(=O)N2CCC3(CC2)OCCO3)sc2ncn(Cc3ccccc3F)c(=O)c12 do in these assays?
mHTT CaM bind: 13.0; Pf apPOL inh: 3.0

Results for Cc1cc2c(cc1S(N)(=O)=O)n(C)c(=O)n2C ?
mHTT CaM bind: -4.0; Pf apPOL inh: 11.9

How did COCOCCn1cc(CN2CCS(=O)(=O)N(Cc3ccc(-c4ccc(OC)cc4)cc3)C(C(C)C)C2=O)nn1 (centres undefined) do in these assays?
mHTT CaM bind: 13.6; Pf apPOL inh: -22.0

How did Cc1ccc2nc(N3CCC(C(=O)NC4CCCCC4)CC3)[nH]c2c1 do in these assays?
mHTT CaM bind: -10.0; Pf apPOL inh: -13.8

Results for O=C(CCC1CCCCC1)NC1=NN(c2ccccc2)C(=O)C1 ?
mHTT CaM bind: 0.5; Pf apPOL inh: 6.4

How did Cc1ccc(-c2nc(S(=O)(=O)c3ccc(C)cc3)c(N(C)C)o2)cc1 do in these assays?
mHTT CaM bind: 2.0; Pf apPOL inh: -5.1

What do the screens show for `O=C(c1cn2ccnc(-c3ccc(F)cc3)c2n1)N1CCCCC1`?
mHTT CaM bind: -1.6; Pf apPOL inh: -2.8

Results for O=C(NCCc1ccccc1)N1CCC(N2CCN(Cc3ccc(F)cc3)C2=O)CC1 ?
mHTT CaM bind: 22.1; Pf apPOL inh: 1.4

How did CC(=O)CC[C@@H]1CC[C@]2(CCCN(C(=O)C3CCCC3)C2)O1 do in these assays?
mHTT CaM bind: -9.1; Pf apPOL inh: -8.0

Results for COc1ccc(Cl)cc1NC(=O)N1CCC(c2nc(C(=O)N(C)C)c(C)o2)CC1 ?
mHTT CaM bind: 2.0; Pf apPOL inh: 4.8

What do the screens show for `COc1cc(NC(=O)CSc2nc3nc(C)cc(C)n3n2)cc(OC)c1`?
mHTT CaM bind: -2.0; Pf apPOL inh: 4.7

Results for Cc1ccc(-c2nnc(C)c(NCCN3CCOCC3)n2)cc1 ?
mHTT CaM bind: 19.8; Pf apPOL inh: -4.8

Results for CC1CCN(Cc2cc(=O)oc3cc(-c4ccccc4)c(O)cc23)CC1 ?
mHTT CaM bind: 3.0; Pf apPOL inh: -10.8

How did CCOc1ccc2c(=O)c(-c3ccc(Br)cc3)coc2c1 do in these assays?
mHTT CaM bind: -1.8; Pf apPOL inh: -0.6

What do the screens show for `O=[N+]([O-])c1ccc(-c2nc(-c3ccccc3Cl)no2)cc1`?
mHTT CaM bind: -8.4; Pf apPOL inh: 3.9

Results for O=C(CSc1nnc2nc[nH]n12)Nc1nc2cc([N+](=O)[O-])ccc2s1 ?
mHTT CaM bind: 3.0; Pf apPOL inh: -9.2

How did COc1ccc(OCC(O)CN2CCN(c3ccc(OC)cc3)CC2)cc1 (centres undefined) do in these assays?
mHTT CaM bind: 2.2; Pf apPOL inh: 0.4

Results for COc1ccc(C)cc1NC(=O)CCC(=O)O ?
mHTT CaM bind: 2.7; Pf apPOL inh: -10.5

How did N#CC1=C(N)C(C#N)(C#N)C(c2ccncc2)C2CCCC=C12 (centres undefined) do in these assays?
mHTT CaM bind: 2.0; Pf apPOL inh: -1.2

What do the screens show for `CCCCCOc1ccc(NC(=O)CSc2cccc3cccnc23)cc1`?
mHTT CaM bind: 83.0*; Pf apPOL inh: -2.5

What do the screens show for `CC(=O)c1sc(N2N=C(c3ccccc3)CC2c2ccccc2)nc1C` (centres undefined)?
mHTT CaM bind: -18.1; Pf apPOL inh: -0.8

How did Cn1c(=S)[nH]c2sc3c(c2c1=O)CCC(C(C)(C)C)C3 (centres undefined) do in these assays?
mHTT CaM bind: 3.0

Results for O=C(Cc1cccs1)NCC1CCN(c2cc(-c3cccnc3)[nH]n2)CC1 ?
mHTT CaM bind: 4.7; Pf apPOL inh: -6.5

Results for O=C(NN=Cc1c2ccccc2cc2ccccc12)c1ccc(Br)cc1 ?
Pf apPOL inh: -29.1

Reprinted at random: seven compounds from above
Results for COc1ccc(C)cc1NC(=O)CCC(=O)O ?
mHTT CaM bind: 2.7; Pf apPOL inh: -10.5

Results for Cn1c(=O)n(C)c2cc(/C=C(\C#N)c3nc4ncc(Br)cc4[nH]3)ccc21 ?
mHTT CaM bind: 10.0; Pf apPOL inh: 6.2

What do the screens show for `O=C(NC1CC1)C(C1CCCC1)N1CCN(C(=O)c2ccccc2Cl)CC1` (centres undefined)?
mHTT CaM bind: 4.2; Pf apPOL inh: -3.0

How did CCOc1ccc2nc(SCC(=O)NC(C)=O)sc2c1 do in these assays?
mHTT CaM bind: -7.2; Pf apPOL inh: -7.5

Results for Fc1cccc(Cn2cc(-c3noc(C4CCCC4)n3)nn2)c1 ?
mHTT CaM bind: -17.3; Pf apPOL inh: -0.8

Results for CC(=O)c1ccc(NC(=O)c2cccc(S(=O)(=O)Nc3ccc(C(C)=O)cc3)c2)cc1 ?
mHTT CaM bind: 5.5; Pf apPOL inh: -4.9

Results for O=C(NCc1ccccc1)C1CCN(c2cc(N3CCSCC3)ncn2)CC1 ?
mHTT CaM bind: -7.5; Pf apPOL inh: -2.4
